High-throughput results (PubChem BioAssay)
F508del corr – CFTR F508del correction in bronchial cells; CFBE cells, YFP halide quenching; stimulated with forskolin plus potentiator P3; % fluorescence drop versus neutral controls; activity (quench increase), % at 7.58 µM; 350,000 tested, 0.36% active; AID 720511;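 active means mean added fluorescence quench of at least 8% versus neutral control, with both replicates also reaching 8%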;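 further: cells transiently co-express mutant CFTR-F508del with the halide-sensitive YFP; corrector assay measuring rescue of mutant channel to the surface after 24 h compound exposure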
miR122 inh – blocks miR-122 activity in Huh7 sensor cells. Huh7 miR-122 Renilla luciferase sensor, 48 h; neutral wells = 0, positive control = 100. activation (reporter increase), % at 12.5 µM. 340,000 tested, 0.3% active;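 active means mean replicate activation score at least 90 and every replicate individually at or above 90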;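 further: higher luciferase means less miR-122 activity so hits act as miR-122 inhibitors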
FN deposition inh – fibronectin deposition inhibition | AH1F fibroblasts, Alexa488-fibronectin deposition fluorescence, overnight | inhibition, % at 12.6 µM | 350,000 tested, 0.086% active | AID 743247;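 active means mean inhibition across replicates of 30% or more, regardless of how many single replicates reach that level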;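 further: positive control wells lacked labelled fibronectin entirely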
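Assay system: AH1F fibroblasts / Quantity: 10000 cells per well / Medium: DMEM plus 2% serum, read in PBS / Reagent: labelled fibronectin 24 nM / Dosing: single dose, pinned / Times: 1 h cell attachment, overnight exposure to compound and label / Signal: fluorescence, ex 485 nm, em 525 nm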
C2C12 statin – suppressors of simvastatin-induced myotoxicity in C2C12 myotubes. 330,000 tested, 0.78% active. ATP luminescence, 48 h; scaled: DMSO 0, geranylgeraniol control 100. rescue of ATP level, % at 7.49 µM;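 active means mean ATP rescue above about 67%, or every replicate alone reaching that limit, limit read from the data, passing the limit was not always enough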;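 further: myotubes were challenged with 10 µM simvastatin during compound exposure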
PglD inh – PglD (C. jejuni) enzyme inhibition | 360,000 tested, 0.098% active | inhibition, % at 12.5 µM | purified PglD enzyme, DTNB colorimetric CoA detection | AID 602405; in the data active means inhibition above about 16%, passing the limit was not always enough; further: strong numbers were not always called active
Cneo AK release – Cryptococcus neoformans lysis via adenylate kinase release; AID 651654; C. neoformans lysis, adenylate kinase release luminescence, 4 h; normalised: neutral wells 0, clomiphene wells 100; 360,000 tested, 0.2% active; lysis activity, % at 15 µM;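 active means mean lysis activity across replicates of at least 80%, whatever share of replicates individually reach that level; inactive means mean lysis activity below 80%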
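Material – log-phase Cryptococcus neoformans yeast cells · Input – 5 × 10^6 yeast cells/mL · Medium – fresh YPD growth medium · Doses – single compound concentration per well · Timing – static 4 h at 37 °C with compound, 1 h detection · Detection – adenylate kinase release luminescence · Read-out – signal increase indicating cell lysis · Control set – Clomiphene as positive lysis control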
GSIS activator – GLuc luminescence reporter in INS-1E cells, primary screen for activators of glucose-dependent secretion of insulin | activation, % at 16.6 µM | AID 743287 | 370,000 tested, 0.61% active | INS-1E GLuc reporter insulin secretion, 2-3 h;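 active means lowest replicate activation of at least 40%, so every replicate reaches that level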;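 further: 0% = median of neutral control wells and 100% = median of IBMX positive control wells; some compounds called inactive have numbers as strong as hits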
PGC1a acetyl inh – lowers PGC1a acetylation signal in U2OS cells; AID 651687; inhibition, % at 15.6 µM; AlphaScreen anti-acetyl-lysine; with virally co-expressed GCN5 acetyltransferase; 350,000 tested, 0.17% active;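 active means every replicate shows inhibition of at least 40%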;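 further: 0% = neutral control wells and 100% = positive control wells; some results beyond the cut were filed as inactive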
Active calls of the source: *; . = not tested or not shown; [ ] = remark or other dose.

The first 3 compounds as a preview:
#	SMILES	Cneo AK release	F508del corr	PglD inh	C2C12 statin	GSIS activator	miR122 inh	PGC1a acetyl inh	FN deposition inh
1	COc1ccccc1CNC(=O)c1ccc(CS(=O)Cc2cccc(Cl)c2)o1 (stereo not given)	-1	6.7	-6	1	-9	3	6	10
2	Cc1ccccc1C(=O)N=c1ccn(-c2nc3ccccc3nc2NS(=O)(=O)c2ccccc2)cc1	1	-2.0	1	5	-5	-6	-8	-14
3	CC(C)(C)CN1CCC(Oc2cccc(C(=O)N3CCNC(=O)C3(C)C)c2)CC1	2	-0.2	0	23	-9	3	-3	0

The listing, from the first entry:
#	SMILES	Cneo AK release	F508del corr	PglD inh	C2C12 statin	GSIS activator	miR122 inh	PGC1a acetyl inh	FN deposition inh
1	COc1ccccc1CNC(=O)c1ccc(CS(=O)Cc2cccc(Cl)c2)o1 (stereo not given)	-1	6.7	-6	1	-9	3	6	10
2	Cc1ccccc1C(=O)N=c1ccn(-c2nc3ccccc3nc2NS(=O)(=O)c2ccccc2)cc1	1	-2.0	1	5	-5	-6	-8	-14
3	CC(C)(C)CN1CCC(Oc2cccc(C(=O)N3CCNC(=O)C3(C)C)c2)CC1	2	-0.2	0	23	-9	3	-3	0
4	CCN1C(=O)c2cccc3c(S(=O)(=O)N4CCC(C)CC4)ccc1c23	2	4.2	-1	9	-35	-2	-7	7
5	O=C(C[C@@H]1CC[C@@H]2[C@H](COC[C@@H](O)CN2Cc2cccc(C(F)(F)F)c2)O1)NCCc1ccccc1	-2	-0.5	-2	10	-23	-8[16.7 µM]	-13	-2
6	COc1ccc(/C=C/C(=O)OCC(=O)Nc2ccc3c(c2)OCO3)cc1	0	0.5	0	-4	45	-3	1	0
7	Cc1ccc(F)c(Cn2cnc3c(cnn3C(C)(C)C)c2=O)c1Cl	1	0.6	2	0	-20	.	.	-5
8	C=CCc1cccc2cc(C(=O)O)c(=O)oc12	2	.	-1	-2	.	0	3	0
9	Cc1cc(C)nc(N2CCCC(C(=O)NNC(=O)c3ccncc3)C2)n1 (stereo not given)	1	1.0	3	2	-2	2	4	2
10	CCCc1ccc(C(C)NC(=S)NC2CCCCC2)cc1 (stereo not given)	20	-2.0	3	-1	-42	.	.	.
11	CCCNC(=O)C[C@H]1C[C@H]2c3cc(NC(=O)NC4CCCC4)ccc3O[C@H]2[C@H](CO)O1	3	1.2	0	-1	19	-3[16.7 µM]	6	-2
12	CC(CC(=O)Nc1ccc(C(N)=O)cc1)c1ccccc1 (stereo not given)	8	.	11	0	2	0	6	4
13	O=C(O)c1ccc(OCCOc2ccccc2)cc1	3	-1.1	-3	-5	4	-6	.	-4
14	Fc1ccccc1CNCCC(Cc1ccccc1)c1ccc2c(c1)OCO2 (stereo not given)	2	1.1	0	.	3	.	.	6
15	COc1ccccc1OCCCC(=O)Nc1ccc2c(c1)OCCO2	1	-1.2	2	-2	13	.	.	3
16	CC(C)(O)[C@@H]1CC(=O)[C@]2(C)[C@H](CC[C@@]3(C)[C@H](c4ccoc4)OC(=O)[C@H]4O[C@]432)[C@@]1(C)/C=C\C(=O)O	0	-1.1	0	1	-4	1	13	-1
17	COc1ccc(C2CC(=O)Oc3cc(O)cc(O)c32)cc1 (stereo not given)	13	-1.4	1	16	10	2	4	.
18	O=C(c1cn(-c2ccccc2)nc1-c1cccnc1)N1CCN(S(=O)(=O)c2ccc(Cl)cc2)CC1	0	3.5	-7	4	1	1	-3	-9
19	CCOc1ccc(C2CC(c3cccc(OC)c3)n3nc(N)nc3N2)cc1 (stereo not given)	4	-3.6	-1	9	-27	-2	.	0
20	C[C@@H]1CCCCO[C@@H](CN(C)C(=O)Nc2cccc3ccccc23)[C@H](C)CN([C@H](C)CO)C(=O)c2cc(N(C)C)ccc2O1	1	3.0	0	53	-18	-7[16.7 µM]	-24	.
21	CN(C)C(=O)c1ccc(-c2ccc3c(c2)[C@H]2[C@H](CCN2S(=O)(=O)c2ccccc2)[C@H](CO)N3)cc1	-7	0.6	1	-14	-3	24[16.7 µM]	-1	5
22	CC(=O)C(Sc1nc(N2CCOCC2)nc(N2CCOCC2)n1)C(=O)Nc1ccccc1 (stereo not given)	3	.	10	-9	.	2	0	.
23	O=C1CCCC2=C1C(c1ccccc1)NC(=S)N2 (stereo not given)	.	1.7	.	.	8	.	16	-3
24	Cc1ccc(N2C(=O)C3CCCN3C2=S)cc1Cl (stereo not given)	-3	2.0	-10	2	6	-11	-10	-11
25	COc1ccc(NC(=O)C(NC(C)=O)C(=O)NCc2ccccc2Cl)cc1 (stereo not given)	-2	.	-14	16	24	-9	-10	.

Complete entries, looked up by structure.
Shown for CCCc1ccc(C(C)NC(=S)NC2CCCCC2)cc1 (stereo not given) = Cneo AK release: 20; F508del corr: -2.0; PglD inh: 3; C2C12 statin: -1; GSIS activator: -42; miR122 inh: .; PGC1a acetyl inh: .; FN deposition inh: .
Shown for C[C@@H]1CCCCO[C@@H](CN(C)C(=O)Nc2cccc3ccccc23)[C@H](C)CN([C@H](C)CO)C(=O)c2cc(N(C)C)ccc2O1 = Cneo AK release: 1; F508del corr: 3.0; PglD inh: 0; C2C12 statin: 53; GSIS activator: -18; miR122 inh: -7[16.7 µM]; PGC1a acetyl inh: -24; FN deposition inh: .

(listing goes on)
#	SMILES	Cneo AK release	F508del corr	PglD inh	C2C12 statin	GSIS activator	miR122 inh	PGC1a acetyl inh	FN deposition inh
26	O=C(Cc1ccncc1)N[C@H]1CC[C@H](CCn2cc(-c3ccccc3F)nn2)O[C@H]1CO	-2	-2.4	0	11	-16	-21[16.7 µM]	-2	1
27	CS(=O)(=O)Nc1ccc2c(c1)[C@@H]1C[C@@H](CC(=O)N3CCc4ccccc4C3)O[C@@H](CO)[C@@H]1O2	-2	2.4	1	2	-2	2[16.7 µM]	21	.
28	Cc1noc(C(=O)N2CC3(C)CC2CC(C)(C)C3)c1Cl (stereo not given)	-1	-1.6	1	.	0	1	-13	-1
29	C/C=C/c1ccc2c(c1)O[C@H](CN(C)C(=O)Nc1cc(F)ccc1F)[C@H](C)CN([C@H](C)CO)S2(=O)=O	-1	2.0	2	4	-8	22[16.7 µM]	-3	.
30	CCOc1ccc(OCC)c(NC(=O)C2CCCN2S(=O)(=O)c2cccc3cccnc23)c1 (stereo not given)	1	-0.8	-3	5	-22	27	-1	12
31	Cc1nc2cc(-c3ccccc3)sc2c(=O)n1N	.	-2.5	.	.	13	.	10	1
32	CC(=O)c1cccc(NC(=O)NN2CCN(C)CC2)c1	-7	-0.4	-2	-4	-3	2	10	2
33	C[C@@H]1CN([C@@H](C)CO)S(=O)(=O)c2ccc(/C=C/c3ccccc3)cc2O[C@@H]1CN(C)C(=O)c1cccnc1	3	1.4	1	.	-4	-32[16.7 µM]	-2	-6
34	Cc1ccc(NC(=O)CNc2cccc(S(=O)(=O)N3CCCC3)c2)cc1F	1	-2.6	5	9	3	12	-2	8
35	CN1C(=O)C(C)(C)c2cc(S(=O)(=O)NCC3CCC(C(=O)NC4CCCCC4)CC3)ccc21 (stereo not given)	-1	0.4	-2	10	-6	-4	-11	5
36	COC(=O)[C@H](Cc1ccccc1)[C@@H](C)OS(N)(=O)=O	2	-0.5	-3	6	9	-1	9	-4
37	COC(=O)c1ccc2nc(C3CCCCC3)c(Cc3ccccc3C(F)(F)F)n2c1	4	0.5	6	-18	-13	-6	-17	-6
38	Cc1ccc(S(=O)(=O)N(C)C[C@H]2Oc3ccc(NC(=O)Nc4cccc5ccccc45)cc3CC(=O)N([C@H](C)CO)C[C@@H]2C)cc1	-2	-3.8	2	19	14	-6[16.7 µM]	4	.
39	NC(=O)c1ccc(NC(=O)COC(=O)C2CCN(S(=O)(=O)c3cccs3)CC2)cc1	0	0.8	5	13	-9	-12	-2	.
40	CC(=O)c1cc(-c2ccc(F)cc2)n(CCC(=O)Nc2cc(C)[nH]n2)c1C	-2	.	1	9	.	-3	-8	.
41	N#CC1=C(N)NC(SCC(=O)Nc2ccccc2)=C(C#N)C12CCCCC2	4	.	19	3	.	4	4	2
42	CN(C)C(=O)C[C@H]1CC[C@H](NC(=O)NC2CCCCC2)[C@@H](CO)O1	48	0.4	-1	8	-2	16[16.7 µM]	-3	3
43	COc1ccc(-c2cc(C(=O)N/N=C/c3cccnc3)c3ccccc3n2)cc1	-3	-2.1	-3	-2	-3	.	.	6
44	COc1ccc(/C=C/C(=O)NCC(=O)N/N=C/c2cccs2)cc1	1	1.3	12	7	8	.	.	0
45	Cc1c(C)c2ccc(OCC(=O)N3CC[C@@]4(O)CCCC[C@H]4C3)c(C)c2oc1=O	1	6.6	-5	31	.	0	12	.
46	CC(=O)Nc1ccc(C(=O)NN2C(=O)c3ccccc3C2=O)cc1	5	-1.6	0	-1	-1	-1	6	2
47	O=C1NCCCc2c1oc1cc(Br)c(O)c(Br)c21	0	.	-5	3	.	9	13	0
48	C[C@H]1CN([C@@H](C)CO)C(=O)c2cccc(NC(=O)c3nc4ccccc4s3)c2O[C@@H]1CN(C)C(=O)Nc1ccccc1	5	-3.3	0	-51	-5	1[16.7 µM]	-1	.
49	O=C(C[C@H]1C[C@@H]2c3cc(NC(=O)NC4CCCCC4)ccc3O[C@@H]2[C@@H](CO)O1)NCCc1ccccc1	0	-0.2	6	-8	9	20[16.7 µM]	-9	.
50	O=C1NC(Cc2c[nH]c3ccccc23)C(=O)N1Cc1ccc(CN2C(=O)NC(Cc3c[nH]c4ccccc34)C2=O)cc1 (stereo not given)	19	1.1	3	-23	-10	-14	-3	-1
51	CCCCC[C@H]1CN(Cc2ccccc2)C(=O)[C@@H]1CC(=O)NCc1ccc(OC)cc1	5	1.4	-7	-5	-9	-4	-13	-4

Some of the entries so far, with values under each structure:
Order of results – Cneo AK release, F508del corr, PglD inh, C2C12 statin, GSIS activator, miR122 inh, PGC1a acetyl inh, FN deposition inh
[27] CS(=O)(=O)Nc1ccc2c(c1)[C@@H]1C[C@@H](CC(=O)N3CCc4ccccc4C3)O[C@@H](CO)[C@@H]1O2
 : -2, 2.4, 1, 2, -2, 2[16.7 µM], 21, .
[28] Cc1noc(C(=O)N2CC3(C)CC2CC(C)(C)C3)c1Cl (stereo not given)
 : -1, -1.6, 1, ., 0, 1, -13, -1
